Screening data as filed in PubChem.
PLK1 PBD inh: blocks phosphopeptide binding to human PLK1 polo-box domain. P53350. Plk1 PBD binding of FITC phosphopeptide, fluorescence polarization. Potency, µM, inactives show max response, negative = inhibition, actives largely listed as inhibitors. 360,000 tested, 2.8% active; also: potency is read from the fitted curve at half-maximal effect; series mostly up to about 57 µM; % is scaled to controls: 0 for no effect and ±100 for the full control effect; nearly all actives have a fitted effect of over 65% in size
Target sequence (P53350 whole entry, looked up, the tested form may be a part): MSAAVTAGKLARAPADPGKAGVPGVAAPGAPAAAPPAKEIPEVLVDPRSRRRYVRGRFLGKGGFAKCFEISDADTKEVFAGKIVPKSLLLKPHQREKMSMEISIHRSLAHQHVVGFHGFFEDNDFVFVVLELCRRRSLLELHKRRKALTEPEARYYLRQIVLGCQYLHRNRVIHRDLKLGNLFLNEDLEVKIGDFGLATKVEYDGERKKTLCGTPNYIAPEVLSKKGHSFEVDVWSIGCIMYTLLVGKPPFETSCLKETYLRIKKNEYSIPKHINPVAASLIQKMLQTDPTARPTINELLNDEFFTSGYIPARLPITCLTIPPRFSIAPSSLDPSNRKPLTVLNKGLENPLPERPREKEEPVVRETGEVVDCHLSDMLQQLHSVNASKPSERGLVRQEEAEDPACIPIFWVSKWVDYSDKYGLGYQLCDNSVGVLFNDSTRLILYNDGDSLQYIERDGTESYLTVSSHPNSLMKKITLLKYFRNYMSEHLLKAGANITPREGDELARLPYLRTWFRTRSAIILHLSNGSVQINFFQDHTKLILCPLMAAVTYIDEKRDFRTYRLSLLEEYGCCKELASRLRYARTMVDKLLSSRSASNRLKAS
WRN inhibitor: blocks human WRN helicase; AID 651768; 360,000 tested, 0.46% active; WRN helicase unwinding, fluorescent forked duplex, kinetic; Potency, µM (top dose mostly 114 µM), inactives show at the highest dose activity change, negative = inhibition, most hits filed as inhibitors; also: potency is read from the fitted curve at half-maximal effect; % is scaled to controls: 0 for no effect and ±100 for the full control effect; nearly all actives have a fitted effect of over 55% in size
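Fluorescence dequenching readout, ex 525 nm/em 598 nm, kinetic mode: forked duplex DNA (100 nM final) with adjacent fluorophore and quencher unwound by WRN (20 nM final) with 2 mM ATP. Compound preincubation 15 min, room temperature.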
CCT chaperon mod: modulators of cytosolic chaperonin (CCT/TRiC) activity | 360,000 tested, 0.3% active | purified chaperonin ATPase assay, HTRF ADP detection, 30 min | activity change, % (concentration not given with the values), hits read low; in the data active = activity change below about -30%; also: % is scaled to controls: 0 for no effect and ±100 for the full control effect
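Nucleotide hydrolysis assay: TRiC at 20–40 nM final (set by batch activity) with 10 uM ATP, 30 min at 37 °C, in presence of 76 uM compound. Detection by competitive ADP HTRF, 30 min ambient.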
EPAC1 antag: EPAC1 (human) antagonism. EPAC1 GEF assay, Rap1b-BODIPY-GDP exchange fluorescence. Potency, µM (series often up to 115 µM), for inactives: top-dose activity change, negative = inhibition, hits mostly inhibitors. 360,000 tested, 0.14% active. AID 720709;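 also: potency is read from the fitted curve at half-maximal effect; plate controls were vehicle for no effect and positive control for full effect; nearly all actives have a fitted effect of over 50% in size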
IL-2 act: IL-2 activation. IL-2 activation reporter assay, cell-based qHTS; stimulated with anti-CD3/CD4/CD28 beads; in transgenic mouse T cells. activation, % (series mostly up to about 46 µM). 360,000 tested, 0.065% active. AID 652025; in the data active = activation above about 50%; inconclusive = mostly about 30% to 49%; also: 0% is about no effect
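EGFP and DsRed fluorescence is measured by plate cytometry in unstimulated transgenic mouse T cells exposed to compound for 60 minutes, then stimulated 18 hours at 37 degrees C with anti-CD3/anti-CD4 beads plus anti-CD28.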
EPAC1 agonist: EPAC1 (human) agonism. O95398. EPAC1 agonist qHTS, biochemical assay; response scale: 100% = response to 6.5 mM cAMP. Potency, µM (top dose mostly 154 µM), without a hit: top-dose activation, hits mostly activators. 360,000 tested, 0.073% active; also: potency is read from the fitted curve at half-maximal effect; nearly all actives have a fitted effect of over 60% in size
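Normalized to 6.5 mM cAMP, activity reflects EPAC1-catalysed release of BODIPY-GDP from Rap1B, followed kinetically over 30 min at 480 nm excitation, 540 nm emission. Reaction contained 100 nM EPAC1, 250 nM Rap1B-BODIPY-GDP, 50 uM GDP.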
EPAC2 agonist: activates human EPAC2 exchange factor; Q8WZA2; EPAC2 activation, biochemical qHTS; response scale: 100% = 6.5 mM cAMP response; Potency, µM (top dose mostly 154 µM), for inactives: at the highest dose activation, usual class: activators; 360,000 tested, 0.079% active; also: potency is read from the fitted curve at half-maximal effect; nearly all actives have a fitted effect of over 50% in size
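EPAC2 (100 nM) mixed with Rap1B loaded with BODIPY-GDP (250 nM) plus 50 uM unlabeled GDP; compounds pinned in, 5 min RT, then read every 5 min for 30 min (ex 480, em 540 nm). Normalized to cAMP control.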
PI5P4K alpha inh: inhibitors of human PI5P4K alpha | AID 652105 | 330,000 tested, 1.2% active | P48426 | max response, % | PI5P4Kalpha enzyme, ADP-Glo luminescence, 60 min; stronger effect = lower value; active = max response of -50% or lower; inconclusive = between -30% and -50%; inactive = -30% or higher; also: value at the top dose of about 77 µM; % is scaled to controls: 0 for no effect and ±100 for the full control effect
Target sequence (P48426 whole entry, looked up): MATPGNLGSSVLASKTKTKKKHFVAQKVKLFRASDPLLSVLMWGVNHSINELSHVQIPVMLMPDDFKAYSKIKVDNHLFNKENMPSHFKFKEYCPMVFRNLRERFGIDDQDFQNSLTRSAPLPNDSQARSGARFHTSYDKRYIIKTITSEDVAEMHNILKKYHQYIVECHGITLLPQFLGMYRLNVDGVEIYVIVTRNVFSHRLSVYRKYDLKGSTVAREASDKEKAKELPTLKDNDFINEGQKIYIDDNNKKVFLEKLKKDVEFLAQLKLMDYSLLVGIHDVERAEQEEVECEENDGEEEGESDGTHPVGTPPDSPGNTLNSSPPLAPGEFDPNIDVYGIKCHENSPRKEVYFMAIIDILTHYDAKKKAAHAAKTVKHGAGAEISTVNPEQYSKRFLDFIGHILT
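Quantitative HTS of the MLSMR library against PI5P4Kalpha with substrate. ATP added last at 5 microM final; room temperature, 60 minutes. Remaining ATP depleted, ADP converted and read as luminescence.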
* hit, by the source's call; ? = inconclusive; . = not tested or not shown; [ ] = dose if it differs, or a comment. Unless noted, calls follow the shape of the dose curve; as a rule, active = well fitted curve in the direction sought with a large enough effect; inconclusive = small, poorly fitted or top-dose-only effect, or another doubt; inactive = no such curve, though single readings can be large; an effect the other way counts as inactive or inconclusive. Not all compounds are listed. The share of hits here may be higher or lower than overall.

1. COc1cccc(/C=N/Nc2nnc3c(n2)[nH]c2ccccc23)c1OC
2. COc1ccc(-c2ccc(CCC(=O)O)n2NC(=O)c2ccc(C(C)(C)C)cc2)cc1
3. CCOC(=O)/C(C#N)=C\c1c(C)cc(C)c(COC(C)=O)c1C
4. O=C(c1ccco1)N1CCN(C(=O)c2cc3cc([N+](=O)[O-])ccc3oc2=O)CC1
5. Cn1c(=O)c(C(=O)NNC(=O)c2ccccc2Br)c(O)c2ccccc21
6. CCN1CCN(C(=O)C(C)Oc2ccc(S(=O)(=O)N3CCCC3)cc2C(N)=O)CC1 (stereo not given)
7. O=S(=O)(NCc1ccccc1)c1ccccc1Br
8. O=C1C(=O)N(CCCN2CCOCC2)C(c2ccc([N+](=O)[O-])cc2)/C1=C(/O)c1ccc2c(c1)OCO2 (stereo not given)
9. Cc1ccc(NC(=O)COc2ccccc2C=O)cc1Cl
10. Cc1nn(CC(=O)Nc2ccc3c(c2)OCO3)c(C)c1[N+](=O)[O-]
entry no. | 1 | 2 | 3 | 4 | 5 | 6 | 7 | 8 | 9 | 10
PLK1 PBD inh | -9% | -7% | -18% | ? | -4% | -7% | -3% | -15% | -16% | -6%
WRN inhibitor | -10% | 2% | 0% | -7% | -2% | 1% | 6% | -4% | 6% | 2%
CCT chaperon mod | -0.2 | -2.3 | -1.7 | 0.6 | -0.1 | -0.7 | -4.4 | -2.4 | -6.3 | 0.1
EPAC1 antag | -5% | -17% | ? | 5% | ? | 20% | 5% | -9% | 8% | 4%
IL-2 act | -0.8 | 3.1 | 1.1 | 3.3 | -0.2 | 0.8 | -0.1 | -1.0 | -2.8 | 1.2
EPAC1 agonist | -9% | -13% | 17% | -1% | 0% | 17% | -11% | -4% | -3% | 2%
EPAC2 agonist | 5% | 1% | 7% | -2% | 1% | 9% | 10% | 13% | 4% | 1%
PI5P4K alpha inh | 8 | -7 | 9 | -1 | 0 | 5 | -1 | 5 | 5 | 2

11. COc1ccc(CCNC(=O)C(=O)NCC2OCCN2S(=O)(=O)c2ccc(F)cc2)cc1OC (stereo not given)
12. NS(=O)(=O)c1ccc(NC(=O)c2cc(Cl)sc2Cl)cc1
13. NC(=O)NC(=O)CSc1cccc(C(F)(F)F)c1
14. O=C1[C@H]2[C@@H](c3ccc(F)cc3)N3C(=O)N(c4cccc(Br)c4)C(=O)[C@@]3(Cc3ccccc3)[C@H]2C(=O)N1C1CCCCC1
15. O=C(O)CCCCCNC(=O)c1ccncc1
16. CCc1cccc(C)c1NC(=O)c1cc(C)oc1C
17. CN(C)c1nnnn1Cc1ccc(Cl)cc1Cl
18. Cc1cccc(N(CC(=O)NC2CCCC2)C(=O)c2nsc(Cl)c2Cl)c1C
19. CC(=O)Nc1ccc(OC(=O)c2ccc(Cl)cc2)cc1
20. CCCCN(C)C1CCN(C(=S)Nc2cccc(OC)c2)CC1
entry no. | 11 | 12 | 13 | 14 | 15 | 16 | 17 | 18 | 19 | 20
PLK1 PBD inh | 2% | -17% | -14% | -11% | -7% | -11% | -10% | 0% | 6% | -1%
WRN inhibitor | 4% | -4%[57.1 µM] | -4% | -3% | 6% | -2% | -8% | 0% | -5%[57.1 µM] | 0%
CCT chaperon mod | 1.8 | -5.2 | 1.2 | -1.2 | -2.3 | -3.7 | -0.9 | 1.1 | -1.9 | 0.8
EPAC1 antag | 9% | -1% | 8% | -5% | 12% | -9% | -3% | 15% | 4% | 5%
IL-2 act | -2.9 | 3.3 | 2.2 | -2.2 | -1.0 | 3.0 | -0.3 | 0.2 | 0.2 | 1.3
EPAC1 agonist | 2% | 4% | 12% | -4% | 12% | -4% | -3% | 0% | -3% | 1%
EPAC2 agonist | -4% | 7% | 3% | 2% | 1% | -1% | 2% | 4% | 4% | 10%
PI5P4K alpha inh | 0 | 2 | . | 7 | -25 | . | 6 | 0 | 1 | -2

Sorted by value in PI5P4K alpha inh (ascending): 3 from the list above.
nr | Compound | PI5P4K alpha inh
15 | O=C(O)CCCCCNC(=O)c1ccncc1 | -25
18 | Cc1cccc(N(CC(=O)NC2CCCC2)C(=O)c2nsc(Cl)c2Cl)c1C | 0
17 | CN(C)c1nnnn1Cc1ccc(Cl)cc1Cl | 6

Molecules shown so far that contain bromine, in the order listed:
5. Cn1c(=O)c(C(=O)NNC(=O)c2ccccc2Br)c(O)c2ccccc21
7. O=S(=O)(NCc1ccccc1)c1ccccc1Br
14. O=C1[C@H]2[C@@H](c3ccc(F)cc3)N3C(=O)N(c4cccc(Br)c4)C(=O)[C@@]3(Cc3ccccc3)[C@H]2C(=O)N1C1CCCCC1
entry no. | 5 | 7 | 14
PLK1 PBD inh | -4% | -3% | -11%
WRN inhibitor | -2% | 6% | -3%
CCT chaperon mod | -0.1 | -4.4 | -1.2
EPAC1 antag | ? | 5% | -5%
IL-2 act | -0.2 | -0.1 | -2.2
EPAC1 agonist | 0% | -11% | -4%
EPAC2 agonist | 1% | 10% | 2%
PI5P4K alpha inh | 0 | -1 | 7

(continued)
21. COc1ccc(-c2cnc3c(NC(C)=O)cc(-c4cccc(C(=O)N(C)C)c4)cn23)cc1OC
22. COc1ccc(N2CCN(S(=O)(=O)c3ccc(C(=O)NCc4ccco4)cc3)CC2)cc1
23. CCOC(=O)N1CCN(S(=O)(=O)c2ccc([N+](=O)[O-])cc2)CC1
24. Cc1ccc(NC(=O)CN(C)C(=O)C2CC(=O)N(Cc3ccccc3)C2)cc1 (stereo not given)
25. O=C(CCCN1C(=O)c2ccccc2C1=O)Nc1nccs1
26. C/C(CCc1ccccc1)=N\NC(=O)c1ccccc1[N+](=O)[O-]
27. O=C(CSc1n[nH]c(=O)[nH]c1=O)N/N=C/c1ccccc1
28. CC(=O)c1c(C)[nH]c(C(=O)OCc2cccc(Cl)c2)c1C
29. Cc1cc(C)c(C#N)c(SCS(=O)Cc2ccc(Cl)cc2)n1 (stereo not given)
30. CCc1cccc(OC2OC(CO)C(O)C(O)C2NC(C)=O)c1 (stereo not given)
entry no. | 21 | 22 | 23 | 24 | 25 | 26 | 27 | 28 | 29 | 30
PLK1 PBD inh | -8% | -5% | 1% | -5% | -14% | 3% | 3% | -9% | -9% | -9%
WRN inhibitor | -26% | -4% | -23% | 4% | -8%[57.1 µM] | -1% | -9% | -7% | -6% | -5%
CCT chaperon mod | -33* | 3.3 | 2.3 | -2.0 | -1.1 | 0.6 | 1.7 | 0.1 | 1.4 | -3.4
EPAC1 antag | -9% | 6% | 3% | 25% | 12% | -2% | 6% | -29% | 9% | 6%
IL-2 act | -0.5 | -0.8 | -0.8 | -1.4 | -0.8 | -2.7 | 0.4 | -1.0 | -0.4 | -1.0
EPAC1 agonist | -4% | 0% | 5% | -2% | 8% | 0% | -3% | 1% | 2% | 10%
EPAC2 agonist | 8% | -1% | 1% | 3% | 1% | -2% | 5% | 10% | 11% | 13%
PI5P4K alpha inh | 3 | . | -9 | 1 | -10 | -3 | -15 | 8 | . | 8

31. CCOC(=O)C1CCN(C(=O)c2cc(CN3C(=O)c4ccccc4C3=O)ccc2OCC)CC1
32. COc1cccc(-c2noc(C3CCCN(C(=O)c4ccc(F)cc4)C3)n2)c1 (stereo not given)
33. O=C(O)CCC(=O)Nc1ccccc1C(=O)NC1CCCCC1
34. COC(=O)c1cc(-c2ccc3c(c2)OCO3)nc2ccccc12
35. O=C(CCn1c(=O)c2cccn2c2ccccc21)Nc1ccc(F)cc1
36. O=C1C(=C2CCc3ccccc32)Cc2ccccc21
37. Cn1nnc(NC(=O)c2ccco2)n1
38. COCCn1c(SCc2ccc(F)cc2)nc2ccccc2c1=O
39. COc1ccc([C@H]2CC(=O)C=C(c3cccc(OC)c3OC)C2)cc1OC
40. Cc1cc2nc3c(nc2cc1C)C(O)=C3O
entry no. | 31 | 32 | 33 | 34 | 35 | 36 | 37 | 38 | 39 | 40
PLK1 PBD inh | -12% | -8% | 6% | -5% | -5% | -11% | -1% | -13% | 0% | 8.4µM*
WRN inhibitor | -7% | 1% | -4% | -3% | -1% | -7% | 0% | -2% | -3% | -4%
CCT chaperon mod | -2.0 | 0.2 | 0.8 | -2.9 | 1.8 | -4.1 | -0.8 | -1.6 | 0.1 | -0.7
EPAC1 antag | -19% | -16% | 1% | 9% | -19% | 1% | 6% | 2% | -5% | 1%
IL-2 act | -2.3 | -1.9 | -0.2 | 1.6 | -1.0 | 0.3 | 10 | -3.5 | -0.2 | -0.3
EPAC1 agonist | 5% | 6% | 6% | 9% | -9% | 12% | -3% | 2% | 7% | 8%
EPAC2 agonist | 7% | 0% | -5% | 10% | -4% | 17% | 0% | 18% | 4% | 5%
PI5P4K alpha inh | 0 | 1 | 4 | 2 | 7 | 5 | . | 1 | 3 | -18

41. CCCCn1c(N)c(N(CC)C(=O)c2ccc(C#N)cc2)c(=O)[nH]c1=O
42. CS(=O)(=O)c1nc(S(=O)(=O)c2ccc(Cl)cc2)c(NCCCN2CCOCC2)s1
43. O=C(Nc1ccccc1Cl)N1CCN(Cc2ccc3c(c2)OCO3)CC1
44. O=[N+]([O-])c1cccc(Cl)c1NCCNS(=O)(=O)c1ccc(Cl)cc1
45. O=C(CCCN=C1NS(=O)(=O)c2ccccc21)OCC(=O)c1ccc(F)c(F)c1
46. CCCCNC(=O)C(=O)N/N=C/c1ccc(OCc2ccccc2)cc1
47. CCN(CC)S(=O)(=O)c1ccc(C(=O)Nc2ncn(Cc3ccccc3)n2)cc1
entry no. | 41 | 42 | 43 | 44 | 45 | 46 | 47
PLK1 PBD inh | -5% | -21% | -13% | -3% | -1% | 0% | -3%
WRN inhibitor | 11% | 10% | -3% | -6% | 13% | -2% | 3%
CCT chaperon mod | 2.3 | -0.8 | 0.2 | -0.8 | -0.7 | -1.1 | -0.2
EPAC1 antag | 12% | -1% | -3% | -7% | 9% | -19% | -12%
IL-2 act | 1.0 | -2.4 | -2.4 | -2.7 | 0.1 | -0.5 | -2.3
EPAC1 agonist | -4% | 10% | 11% | 1% | -5% | -13% | 14%
EPAC2 agonist | 3% | -5% | 15% | 13% | 3% | 2% | 4%
PI5P4K alpha inh | 2 | 1 | -3 | 4 | 4 | 5 | .
